Screening data from PubChem.
ALDH1A1 block: ALDH1A1 (human) enzyme inhibition | P00352 | Purified ALDH1A1, NADH fluorescence, propionaldehyde substrate | Potency, µM (series often up to 75.3 µM), without a hit: top-dose activity, negative = inhibition, usual class: inhibitors | 220,000 compounds, 7.3% hits; active = well fitted inhibition curve with a large enough effect, not every such curve was filed as active; inconclusive = small, poorly fitted or top-dose-only effect, or another doubt; inactive = no such curve, though single readings can be large or run the other way;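 note: plate controls were no enzyme wells and a reference inhibitor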
GAA inhib: blocks human lysosomal alpha-glucosidase; P10253; purified human GAA, 4-MU-alpha-glucoside fluorescence; Potency, µM (doses to about 76.9 µM), without a hit: at the highest dose activity change, negative = inhibition, most hits filed as inhibitors; 200,000 compounds, 0.005% hits; AID 1466;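 note: plate controls were uninhibited enzyme wells for no effect and no-enzyme background for full effect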
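Activity normalized between no-enzyme (basal) and enzyme-only wells. Conditions: 4 nM human enzyme, 400 uM fluorogenic substrate, citrate/phosphate pH 5.0 with Tween-20, 20 min room temperature, compounds up to 77 uM.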
GAA glycogen: inhibitors or activators of human alpha-glucosidase glycogen cleavage; 300,000 compounds, 0.38% hits; Potency, µM (top dose mostly 76.4 µM), inactives show at the highest dose activity change, negative = inhibition, hits mostly inhibitors; AID 2100; recombinant GAA, glycogen substrate, Amplex Red glucose oxidase fluorescence; P10253;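 note: 0% = full enzyme reaction and -100% = no-enzyme basal signal; the screen sought inhibitors and activators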
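Recombinant enzyme (4 nM final) with compounds titrated up to 77 uM and bovine liver glycogen (30 ug) in citrate pH 5.0, 0.01% Tween-20, 37 C 40 min. Released glucose detected by Amplex Red/glucose oxidase (Ex 573/Em 610); AC50 from Hill fits.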
Tau fluor cs: counter-screen for tau fibril formation inhibitors | tau K18 P301L Alexa594 fluorescence, heparin fibrillization | Potency, µM (series often up to 57.7 µM), for inactives: top-dose activity change, negative = decrease | 280,000 compounds, 0.93% hits; note: % is set by controls: 0 for no effect and ±100 for the full control effect; nearly all actives have a fitted effect of over 55% in size
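Human tau K18 P301L (15 uM unlabeled, 0.24 uM Alexa 594-labeled) in 100 mM sodium acetate pH 7 with 20 uM heparin, 6 hr at 37 C. ThT 30 uM added, 1 hr ambient; Alexa 594 FP and total fluorescence read at 555/632 nm.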
GAA spleen mod: lysosomal alpha-glucosidase (human) modulation. P10253. human spleen homogenate, 4-MU-alpha-glucoside fluorescence. Potency, µM (titrated, usually from 79.9 µM), for the others: at the highest dose activity change, negative = inhibition, actives largely listed as inhibitors. 240,000 compounds, 0.006% hits;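 note: 0% = enzyme with vehicle and -100% = no enzyme basal signal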
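Compounds were titrated against alpha-glucosidase in spleen homogenate at pH 5.0, with 1 mM 4-methylumbelliferyl substrate for 40 min at 37 C. Reactions were quenched with pH 10 NaOH/glycine and fluorescence measured.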
GLA spleen mod: inhibitors or activators of human alpha-galactosidase in spleen homogenate | AID 2107 | human spleen homogenate, 4MU-alpha-Gal fluorescence, 40 min | 240,000 compounds, 0.008% hits | Potency, µM (doses to about 80 µM), inactives show at the top dose activity change, negative = inhibition, usual class: inhibitors | P06280;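 note: 0% = enzyme with vehicle and -100% = no enzyme basal signal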
Target sequence (P06280 32-429 limits assumed): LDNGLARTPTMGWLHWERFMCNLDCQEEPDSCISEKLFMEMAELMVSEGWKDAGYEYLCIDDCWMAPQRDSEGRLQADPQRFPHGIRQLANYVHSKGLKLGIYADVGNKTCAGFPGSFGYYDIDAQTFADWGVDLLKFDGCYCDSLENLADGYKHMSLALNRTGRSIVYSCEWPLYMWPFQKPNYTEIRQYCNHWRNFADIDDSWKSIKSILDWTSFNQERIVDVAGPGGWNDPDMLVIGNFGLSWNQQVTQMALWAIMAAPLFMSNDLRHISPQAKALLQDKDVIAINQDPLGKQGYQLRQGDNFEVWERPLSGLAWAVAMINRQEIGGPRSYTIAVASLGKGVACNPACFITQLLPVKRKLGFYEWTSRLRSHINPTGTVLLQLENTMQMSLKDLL
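Fluorogenic readout (Ex 365/Em 440 nm) of 4-methylumbelliferone released from 1 mM 4-MU-alpha-galactoside by spleen homogenate, 40 min at 37C, pH 5.0. Data normalized to no-enzyme and enzyme controls; Hill-equation AC50 from compound titrations.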
NPSR antagonist: blocks cAMP signaling of the human neuropeptide S receptor; Q6W5P4; CHO-NPSR cells, cAMP TR-FRET, antagonist mode; Potency, µM (doses to about 38.3 µM), inactives show at the top dose activity change, negative = inhibition, usual class: inhibitors; 220,000 compounds, 1% hits; AID 1461; note: % is set by controls: 0 for no effect and ±100 for the full control effect; nearly all actives have a fitted effect of over 50% in size; many of its hits are not listed in these tables
Target sequence (Q6W5P4 whole entry, looked up): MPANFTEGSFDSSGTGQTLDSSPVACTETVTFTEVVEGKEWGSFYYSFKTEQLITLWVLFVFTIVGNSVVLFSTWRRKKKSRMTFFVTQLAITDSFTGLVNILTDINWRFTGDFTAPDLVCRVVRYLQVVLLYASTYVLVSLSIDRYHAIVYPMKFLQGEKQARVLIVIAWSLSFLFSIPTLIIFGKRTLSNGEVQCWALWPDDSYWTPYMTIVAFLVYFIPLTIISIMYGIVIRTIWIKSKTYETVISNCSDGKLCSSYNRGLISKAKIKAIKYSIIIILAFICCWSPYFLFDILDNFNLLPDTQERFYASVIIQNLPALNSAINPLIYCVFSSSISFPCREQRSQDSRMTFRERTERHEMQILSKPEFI
Epigenetic derep: regulators of epigenetic silencing causing reporter derepression in mouse cells; murine LDR cells, GFP reporter derepression, 30 h; Potency, µM (highest dose often 53.9 µM), without a hit: at the top dose GFP activation, most hits filed as activators; 280,000 compounds, 0.2% hits; note: % of control where 0% means no effect; nearly all actives have a fitted effect of over 60% in size
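Derepression of a silenced CMV-GFP reporter in murine LDR cells is scored by enumerating GFP-positive cells with a laser-scanning microplate cytometer after 30 hours of treatment at 37 C.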
The depositor's hits bear a star; ? = inconclusive; . = not tested or not shown; & = joins results of further samples; [ ] = another dose, or the depositor's remark. Unless noted, calls come from the whole dose curve; as a rule, active = well fitted curve in the direction sought with a large enough effect; inconclusive = small, poorly fitted or top-dose-only effect, or another doubt; inactive = no such curve, though single readings can be large; an effect the other way counts as inactive or inconclusive. Potency is the fitted concentration of half-maximal effect. Some of the compounds tested; count on the stated rates, not on these rows.

SMILES	ALDH1A1 block	GAA inhib	GAA glycogen	Tau fluor cs	GAA spleen mod	GLA spleen mod	NPSR antagonist	Epigenetic derep
Cc1nc(N2CCN(c3ccccc3)CC2)[nH]c(=O)c1Cc1ccccc1	8%	3%	13%	1%	-2%	-4%	1%[46.1 µM]	0.8%
COc1ccc(OCCSc2nnc(-c3ccc(OC)cc3)n2N)cc1	4%	-4%	10%	-15%	-3%	-4%	-3%[46.1 µM]	?
COC(=O)c1[nH]c2cccc(OC)c2c1NC(=O)CN1CCC(C(N)=O)(N2CCCCC2)CC1	?	0%	0%	0%	-13%	-5%	-12%[46.1 µM]	-5.9%
O=P1(O)Oc2c(c(-c3ccccc3)cc3ccccc23)-c2c(-c3ccccc3)cc3ccccc3c2O1	-11%	.	.	8%	-8%	-8%	.	-1.1%
O=C1C2=C(SCCS2)C(=O)N1c1ccccc1	?	4%	5%	2%	-1%	-2%	?	-3.0%
CCCN(CCc1ccccc1)C1CCc2c(O)cccc2C1 (configuration not stated)	4%&-8%	.	.	-13%&-27%	4%&-3%	9%&3%	-17%[46.1 µM]	-1.2%&1.1%
O=C(Nc1ncccc1Cl)c1cccc(F)c1	5%	-15%	-2%	-8%	-4%	-6%	-11%[46.1 µM]	0.7%
COc1ccc(CCn2c(C)cc(C(=O)CCl)c2C)cc1OC	0.11µM*	-2%	1%	-7%	-2%	-2%	-27%	3.2%
CC(=O)Nc1ccc(/C=N/NC(=O)c2cccs2)cc1	4%	3%	5%	-7%	0%	-5%	-22%	1.1%
Cc1ccccc1NC(=O)N1CCCC(c2nc(-c3ccc(F)cc3)no2)C1 (configuration not stated)	2%	-1%	-2%	-13%	-6%	-5%	-1%[7.67 µM]	4.1%
CCCCCOC(=O)C1C(c2ccccc2)C(C(=O)O)C1c1ccccc1 (configuration not stated)	-3%	-7%	-5%	7%	-12%	-12%	-5%	3.2%
CCOC(=O)c1nc(SC)n(C)c1C(=O)OCC	-9%	-2%	2%	8%	-1%	-7%	-7%	-0.3%
CCOC(=O)N1CCN(c2ccc(C(F)(F)F)cn2)CC1	6%	-13%	-8%	-1%	0%	11%	5%	1.8%
CCOC(=O)c1cnn2c(C(F)F)cc(C3CC3)nc12	3%	0%	8%	-3%	0%	0%	-1%[46.1 µM]	2.0%
CCc1ccc2[nH]c(=O)c(CN(CCN(C)C)C(=O)Nc3ccccc3OC)cc2c1	13%	-4%	0%	3%	0%	-3%	1%[46.1 µM]	0.0%
Cc1c(Cl)cccc1NC(=S)N1CCN(S(=O)(=O)c2cccs2)CC1	?	-2%	-19%	-13%	6%	1%	-22%	-0.5%
Cc1ccc(NC(=O)COC(=O)CN2C(=O)NC(C)(C)C2=O)cc1S(=O)(=O)N1CCOCC1	?	-1%	-7%	-1%	4%	3%	-1%	-0.5%
Cn1c(N)cc(-c2ccc(F)cc2)c(C#N)c1=O	-6%	-3%	-2%	9%	6%	0%	15%	0.1%
CCNC(=O)Nn1c(-c2ccccc2)nc2ccccc2c1=O	4%	-9%	5%	-4%	-4%	7%	-9%[46.1 µM]	-1.3%
CCCCN(C)C(=O)c1ccc(S(=O)(=O)N2CCOCC2)cc1	?	-4%	0%	-5%	0%	-1%	7%[46.1 µM]	0.8%
Cc1cccc(Oc2ncc(-c3ccc(Cl)cc3)cn2)c1C	5%	1%	-8%	-5%	-7%	1%	-22%[46.1 µM]	0.0%
Cc1ccc(S(=O)(=O)N2CC=C(C(=O)NC3CC3)CC2)cc1	.	.	-4%	0%	-5%	-1%	6%	0.0%
COc1ccccc1C(=O)Nc1ccc2c(c1)nc(CCNC(C)=O)n2C	1%	-4%	-1%	-10%	-8%	-3%	-12%[46.1 µM]	0.0%
Cc1ccc(NC2=CC(=O)OC(C)C2)cc1 (configuration not stated)	-1%	3%	17%	0%	-4%	13%	11%[46.1 µM]	1.0%
O=C(Nc1ccc(Cl)cc1)c1sccc1-n1cccc1	-6%	-7%	-7%	-24%	.	-15%	-33%	-1.1%
CCn1c(C)nc2cc(C(=O)N/N=C(\C)c3ccc(OC)cc3O)ccc21	?	4%	5%	-11%	-6%	-3%	-3%	-1.4%
CCC(CC)C(=O)NCCCN1CCOCC1	23%	1%	3%	4%	-9%	-5%	4%	-2.5%
Nc1nc(NCc2ccco2)nc(N2CCCCC2)c1[N+](=O)[O-]	4µM*	0%	3%	-4%	-4%	-3%	16%	-1.9%
Cc1nc2ccccc2c2oc(C(=O)NC3CC3)cc12	-11%	-4%	-13%	-3%	3%	6%	-2%[46.1 µM]	-7.1%
Cc1cc(O)cc(O)c1C(=O)OC1(C)C(=O)C=C2C=C(/C=C/CO)OC=C2C1=O (configuration not stated)	22µM*	.	.	-25%	-10%	-4%	.	1.1%
N=C1S/C(=C\c2ccco2)C(=O)N1c1nccs1	10µM*	-9%	11%	-22%	-5%	6%	6.3µM*	?
Cc1c(NC(=O)Cc2noc3ccccc23)cccc1[N+](=O)[O-]	-3%	2%	5%	-8%	-15%	-13%	4%	2.0%
COC(=O)c1cc2c(C)c(C)c3ccccn3c-2c1C(=O)OC	1%	3%	4%	-17%	-5%	-5%	-20%[46.1 µM]	?
O=C(O)c1cc([N+](=O)[O-])ccc1NCCO	3%	-4%	-6%	-5%	-13%	-7%	11%	1.9%
COCCn1c(-c2ccc(OC)cc2)cnc1SCC(=O)Nc1cc(C)on1	2%	-4%	5%	-13%	-3%	-17%	-13%[46.1 µM]	1.3%
Cc1ccc(CN(Cc2ccco2)S(=O)(=O)c2ccc(S(=O)(=O)NCC3CCCO3)cc2)cc1 (configuration not stated)	0%	3%	7%	-6%	1%	1%	-17%	0.0%
Cc1ccc(-n2c(=O)[nH]cc(C(=O)N3CCc4ccccc43)c2=O)cc1C	-3%	3%	-11%	-8%	1%	0%	?	-0.8%
CC1CCN(C(=O)CC2C(=O)Nc3c2c(=O)n(C)c(=O)n3Cc2ccccc2)CC1 (configuration not stated)	-5%	?	7%	-24%	-4%	-9%	-6%[46.1 µM]	-1.0%
Cc1ccc(CNC(=O)Cc2ccc(-c3ccccc3)cc2)cc1	-1%	1%	7%	2%	3%	3%	6%[46.1 µM]	1.1%
CCCc1nc2c([nH]1)C(c1cccnc1)C(C#N)=C(N)O2 (configuration not stated)	7.9µM*	-6%	4%	-5%	-7%	5%	7%	0.1%
COc1cc(/C=N/NC(=O)c2cnccn2)ccc1O	11%	-1%	?	-8%	-4%	5%	5%	-1.1%
CC(C)(C)c1nn(-c2ccccc2)c2nc(Cl)c(C=O)cc12	10%	2%	10%	-2%	3%	-7%	2%[46.1 µM]	0.0%
COc1cc(/C=C2/SC(=Nc3ccc(O)cc3)NC2=O)ccc1O	-5%	-7%	-20%	?	-7%	0%	42%	4.3%
CCOc1ccc(/C=N/Nc2nncc(-c3ccccc3)n2)cc1OC	0%	-13%	-4%	-20%	2%	7%	3%	-1.1%
Cc1cc(C(=O)CSc2nc3ccc(Cl)cc3[nH]2)c(C)n1C	?	-3%	-11%	-23%	-11%	6%	-19%[46.1 µM]	1.6%
COc1ccccc1NC(=O)CSc1nc(N)c(-c2ccccc2)c(=O)[nH]1	-16%	.	-7%	7%	2%	2%	25%	-1.2%
N#C/C(=C\c1ccc(-c2nc3ccccc3s2)o1)C(N)=O	.	.	2%	-6%	-7%	-10%	-2%	0.1%

Of the compounds above, seven contain an NH in an aromatic ring.
SMILES	ALDH1A1 block	GAA inhib	GAA glycogen	Tau fluor cs	GAA spleen mod	GLA spleen mod	NPSR antagonist	Epigenetic derep
Cc1nc(N2CCN(c3ccccc3)CC2)[nH]c(=O)c1Cc1ccccc1	8%	3%	13%	1%	-2%	-4%	1%[46.1 µM]	0.8%
COC(=O)c1[nH]c2cccc(OC)c2c1NC(=O)CN1CCC(C(N)=O)(N2CCCCC2)CC1	?	0%	0%	0%	-13%	-5%	-12%[46.1 µM]	-5.9%
CCc1ccc2[nH]c(=O)c(CN(CCN(C)C)C(=O)Nc3ccccc3OC)cc2c1	13%	-4%	0%	3%	0%	-3%	1%[46.1 µM]	0.0%
Cc1ccc(-n2c(=O)[nH]cc(C(=O)N3CCc4ccccc43)c2=O)cc1C	-3%	3%	-11%	-8%	1%	0%	?	-0.8%
CCCc1nc2c([nH]1)C(c1cccnc1)C(C#N)=C(N)O2 (configuration not stated)	7.9µM*	-6%	4%	-5%	-7%	5%	7%	0.1%
Cc1cc(C(=O)CSc2nc3ccc(Cl)cc3[nH]2)c(C)n1C	?	-3%	-11%	-23%	-11%	6%	-19%[46.1 µM]	1.6%
COc1ccccc1NC(=O)CSc1nc(N)c(-c2ccccc2)c(=O)[nH]1	-16%	.	-7%	7%	2%	2%	25%	-1.2%
